From PubChem BioAssay
hgDAF-12 ag: H. glycines DAF-12 receptor agonists, primary screen, cell-based, luminescence, HEK293, GAL4 fusion, UAS-luciferase | Nuclear hormone receptor DAF-12 (Heterodera glycines), GAL4 fusion | HEK293 GAL4-hgDAF12 UAS-luciferase reporter, agonist luminescence; normalized to butyrate control | activation, % at 6.8 µM | 370,000 tested, 1.8% active | AID 687014, 2013;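 active = activation above a cutoff set at the mean of all screened compounds plus 3 SD, cut at about 10% in these data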;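 note: 0% = DMSO wells and 100% = sodium butyrate wells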
DAX1 inh-1: DAX1 (NR0B1) inhibitors, primary screen, cell-based, HEK293, Gal4-DAX1, luciferase luminescence; Nuclear receptor subfamily 0 group B member 1 (Homo sapiens), P51843; HEK293 Gal4-DAX1 luciferase reporter; inhibition, % at 6.75 µM; 340,000 tested, 0.99% active; AID 504766, 2011;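 active = inhibition above the mean over all tested compounds plus 3 SD, cut at about 4.2% in these data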;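 note: 0% = DAX1-transfected cells with DMSO and 100% = empty-vector control cells with DMSO; inhibition shows as a rise in luminescence from relieved DAX1 repression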
DAX1 inh-2: DAX1 (NR0B1) inhibitors on StAR promoter, primary screen, cell-based, luminescence, SF-1 (NR5A1), full-length DAX-1; HEK293T StAR-luciferase reporter, SF-1/DAX-1 repression relief; AID 652010, 2013; 370,000 tested, 1.1% active; inhibition, % at 6.8 µM;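 active = inhibition above the mean over all tested compounds plus 3 SD, cut at about 3.6% in these data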;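 note: 0% = DAX-1 cells with DMSO and 100% = cells lacking DAX-1 with DMSO; higher inhibition means more luminescence from relief of DAX-1 repression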
GAA850 FXN act: FXN promoter activators, primary screen, cell-based, luciferase luminescence, HEK293 lucGAA850. HEK293 lucGAA850 FXN promoter luciferase reporter, 24 h; percent of 10 µM SAHA response. 360,000 tested, 0.56% active. AID 540364, 2011. activation, % at 6 µM;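 active = activation above the average of all compounds screened plus 3 SD, cutoff fixed separately per campaign, cut at about 7.5% in these data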;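 note: 0% = DMSO wells and 100% = 10 µM SAHA wells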
ssDAF-12 act: S. stercoralis DAF-12 nuclear receptor activators, primary screen, cell-based, luminescence, HEK293, GRIP1 co-expression, lit1-tk-luc; Nuclear hormone receptor DAF-12 (Strongyloides stercoralis); HEK293 ssDAF-12/GRIP1 lit1-tk-luc reporter; % of 3 µM dafachronic acid response; activation, % at 6.8 µM; 370,000 tested, 1% active; AID 652126, 2013;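 active = activation above the mean over all tested compounds plus 3 SD, cut at about 0.9% in these data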;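 note: 0% = DMSO-only wells and 100% = 3 µM delta7-dafachronic acid wells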
SMARCA2 activ: SMARCA2 (BRM) function activators, primary screen, cell-based, luminescence, high throughput; 370,000 tested, 1% active; MG213 cells, MMTV-luciferase reporter, dexamethasone, overnight; activation, % at 9.1 µM; AID 652017, 2013; in the data active = activation above about 7.8%;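 note: 0% = vehicle wells and 100% = reference activator wells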
HGIII-sPLA2 inh: human group III sPLA2 inhibitors, primary screen, biochemical, QFRET, BODIPY PC-A2 liposome substrate; Group 3 secretory phospholipase A2 (Homo sapiens), Q9NZ20; QFRET BODIPY PC-A2 liposome hydrolysis, fluorescence; inhibition, % at 12.2 µM; 370,000 tested, 0.56% active; AID 743126, 2013;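 active = inhibition above mean plus 3 SD of compounds lying within the high and low control bounds, cut at about 19% in these data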;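 note: 0% = median of test compound wells and 100% = no enzyme DMSO wells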
GC-B act: human GC-B receptor activators, primary screen, HEK293 GC-B cells, cGMP TR-FRET, EC30 CNP. AID 1920062, 2024. activation, % at 10 µM. Atrial natriuretic peptide receptor 2 (Homo sapiens), P20594. 0% at EC30 CNP, 100% saturating CNP. 370,000 tested, 0.11% active;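 active = activation at 10 µM reaching about 35% in either raw or pattern-adjusted values, limit read from the data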
Target sequence (P20594 whole entry, looked up): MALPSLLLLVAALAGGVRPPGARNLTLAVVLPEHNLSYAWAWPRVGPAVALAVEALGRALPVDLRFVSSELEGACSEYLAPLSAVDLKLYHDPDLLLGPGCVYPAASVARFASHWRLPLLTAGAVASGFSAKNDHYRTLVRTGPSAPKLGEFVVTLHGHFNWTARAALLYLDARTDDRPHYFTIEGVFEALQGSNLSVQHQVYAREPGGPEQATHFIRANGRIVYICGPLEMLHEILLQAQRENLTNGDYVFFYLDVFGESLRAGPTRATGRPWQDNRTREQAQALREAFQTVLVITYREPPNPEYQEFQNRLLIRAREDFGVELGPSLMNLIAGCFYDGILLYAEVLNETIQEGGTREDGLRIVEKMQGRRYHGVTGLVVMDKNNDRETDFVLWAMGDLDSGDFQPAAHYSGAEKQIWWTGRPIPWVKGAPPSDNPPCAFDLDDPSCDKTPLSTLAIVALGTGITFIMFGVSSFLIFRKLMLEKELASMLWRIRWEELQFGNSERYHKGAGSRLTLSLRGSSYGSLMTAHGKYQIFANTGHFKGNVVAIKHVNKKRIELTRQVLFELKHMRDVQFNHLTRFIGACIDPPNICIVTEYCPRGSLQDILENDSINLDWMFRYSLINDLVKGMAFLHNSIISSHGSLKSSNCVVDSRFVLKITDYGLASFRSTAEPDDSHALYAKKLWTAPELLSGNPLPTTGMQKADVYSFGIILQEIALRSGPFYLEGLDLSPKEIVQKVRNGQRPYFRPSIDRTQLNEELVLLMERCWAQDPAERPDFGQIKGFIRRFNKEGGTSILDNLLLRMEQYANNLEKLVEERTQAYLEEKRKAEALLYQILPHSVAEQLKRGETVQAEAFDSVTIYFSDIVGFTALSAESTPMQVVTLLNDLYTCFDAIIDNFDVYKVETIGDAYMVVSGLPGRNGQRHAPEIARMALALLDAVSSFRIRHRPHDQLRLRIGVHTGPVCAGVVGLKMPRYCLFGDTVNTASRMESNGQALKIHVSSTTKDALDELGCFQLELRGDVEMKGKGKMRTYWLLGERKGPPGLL
ADAM10 inh: human ADAM10 inhibitors, primary screen, biochemical, QFRET, HTS; recombinant ADAM10, EDANS/DABCYL FRET peptide cleavage, 3 h; inhibition, % at 7 µM; 370,000 tested, 0.62% active; AID 720582, 2013;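 active = inhibition above a per-campaign cutoff equal to the mean of compounds falling between control-based bounds plus 3 SD, cut at about 20% in these data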;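 note: 0% = DMSO wells while the 100% control is not disclosed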
hcDAF-12 act: H. contortus DAF-12 nuclear receptor activators, primary screen, cell-based, luminescence, HEK293, lit1-tk-luc reporter | HEK293 hcDAF-12 lit1-tk-luc reporter; 0% DMSO, 100% Δ7-dafachronic acid | activation, % at 6.8 µM | 370,000 tested, 1.4% active | AID 652067, 2013;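 active = activation above the mean of all tested compounds plus 3 SD, cut at about 5.5% in these data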;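 note: 100% = response to 3 µM Δ7-dafachronic acid high control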
NPR1 activator: GC-A stimulated cGMP production enhancers – HEK293 GC-A cells, cGMP TR-FRET, EC30 ANP, primary screen; AID 1671463, 2021; Atrial natriuretic peptide receptor 1 (Homo sapiens), P16066; activation, % at 10 µM; 370,000 tested, 0.14% active; 0% at EC30 ANP, 100% saturating ANP; in the data active = activation above about 40%
The depositor's hits bear a star; . = no result given.

Each structure is followed by: hgDAF-12 ag, DAX1 inh-1, DAX1 inh-2, GAA850 FXN act, ssDAF-12 act, SMARCA2 activ, HGIII-sPLA2 inh, GC-B act, ADAM10 inh, hcDAF-12 act, NPR1 activator
Cc1ccc(S(=O)(=O)N2CCOCC2)cc1NC(=O)COC(=O)CNC(=O)c1ccc(Oc2ccccc2)cc1
    -1.2, -0.6, 0.4, 5.0, -0.4, -4.6, -25.4, 1.2, 9.1, -2.8, 14.1
c1ccc(CSCc2cn3ccccc3n2)cc1
    12.7*, 1.6, 1.5, 4.7, -0.2, 8.8*, 3.1, -0.6, -15.3, 2.8, -2.2
O=S(=O)(Nc1ccc(C(F)(F)F)cn1)c1ccccc1
    -3.0, 1.8, 0.2, 2.0, -1.3, 1.6, -8.5, 0.0, 0.6, 0.0, 3.4
CCCCCN1C=CC=C/C1=C\C=C(C#N)C#N
    -1.6, ., -0.7, 2.0, -1.9, -3.1, 15.8, -0.9, 1.9, -0.2, -5.6
O=C(CNC(=O)c1ccc(Cl)cc1)NC(CO)c1ccccc1 (centres undefined)
    -1.6, -1.0, -0.2, 0.8, -1.0, 0.7, 5.3, -2.1, 10.5, -1.0, 0.2
NCCNC(=O)Cn1c(=O)c2c3c(sc2n(Cc2ccccc2)c1=O)CCCC3
    -2.4, -2.1, 0.1, 0.3, 0.2, -2.6, 10.6, 1.4, 2.3, 0.3, 5.5
COC(=O)C1=COC(C)C2CN3CCc4c([nH]c5ccccc45)C3CC12 (centres undefined)
    4.3, 0.4, -0.9, -0.9, -0.8, 1.1, -21.3, 5.6, -85.2, 3.0, 7.1
C/C(=N\OCC(=O)OCC(=O)Nc1cc(S(C)(=O)=O)ccc1Cl)c1ccc2c(c1)OCO2
    3.2, 0.9, -0.6, -3.0, -0.9, 0.2, 6.0, -5.3, -7.7, 0.7, -3.9
CN(C)C1=NCCN1CC1CCCCC1
    0.6, 1.7, -0.1, -0.7, -0.2, 0.9, 5.7, 5.2, 7.2, -0.6, 1.2
O=C(CSc1nc2ccccc2nc1N1CCOCC1)NCc1ccc(Cl)cc1Cl
    2.2, ., -0.8, ., -1.6, -3.5, -0.5, -9.7, -1.0, 0.7, -14.6
CNC(=O)c1cccc(NC(=O)c2ccccc2OCc2ccccc2)c1
    -0.5, -1.2, -0.6, -3.7, -1.9, -3.0, 2.4, 15.0, -1.6, -3.3, 13.8
CC(C)CNC(=O)CCCc1ccccc1
    3.1, 1.0, 1.6, 3.2, -1.0, 2.6, -2.1, ., 1.7, -0.1, .
COc1ccc(OC)c(-c2csc(N(C)C(=O)c3ccco3)n2)c1
    -1.2, 2.6, 0.1, 3.9, -0.5, 1.7, 3.7, -4.1, 1.0, -1.7, -1.8
COc1ccc(NC(=O)C2CCCN(C(=O)c3ccc(Cl)cc3)C2)cc1Cl (centres undefined)
    2.3, 0.7, 0.8, 3.1, -1.3, -1.6, -10.3, -4.6, -4.2, -2.5, 3.7
CCOc1ccc(N(CC(=O)NCc2ccc3c(c2)OCO3)C(=O)c2csnn2)cc1
    3.3, 0.8, -0.6, 2.1, -1.1, 0.2, 0.2, -3.6, -2.8, 0.1, -1.1
CCCN(CC1CC1)c1nc(N)c(C#N)c(CC#N)c1C#N
    -1.8, -1.6, -0.9, 6.2, -1.7, 2.2, -38.3, 17.4, -21.9, -1.2, 10.3
O=C(Nc1nc2ccccc2s1)C1CC(=O)N(c2ccccc2)C1 (centres undefined)
    7.9, 0.8, 0.1, 0.5, -0.3, -3.8, -35.1, -7.3, 9.7, 0.6, 11.3
COc1ccc(OC)c(C(C(=O)NCc2ccco2)N(C(=O)Cn2nnc3ccccc32)C(C)C)c1 (centres undefined)
    -0.6, 0.2, -0.5, 0.6, -1.4, 1.2, -2.1, -8.4, 1.5, -0.4, -2.1
S=C(NCCN1CCOCC1)Nc1ccccc1Cl
    -1.5, -0.4, -0.1, 2.1, -0.9, 0.5, 3.0, 5.5, 6.0, 1.9, 1.6
C(=N\n1cnnc1)/c1cccs1
    -1.4, 0.8, -0.2, -0.4, -1.0, -0.2, 6.3, -1.1, 1.3, 0.1, -3.6
Clc1ccccc1-c1nc2nc3ccccc3nc2n1-c1ccc2c(c1)OCO2
    -2.6, 0.8, -0.5, -2.8, -1.9, -3.0, -11.2, -1.3, 2.3, 0.3, -11.2
COc1ccc2[nH]c(=O)c(CNc3cccc(C)c3)cc2c1
    10.1, 1.5, 0.9, 6.9, 1.2*, 3.8, 2.8, 5.9, -105.5, 5.7*, 9.9
O=C(O)CSc1nc2ccccc2nc1Cc1ccccc1F
    6.3, -0.1, 1.0, 1.5, -1.0, -1.8, -5.6, 6.3, -16.6, 0.2, 22.8
COc1ccc(S(=O)(=O)N2CCN(C(=O)CN3C(=O)NC(C)(c4ccc5ccccc5c4)C3=O)CC2)cc1 (centres undefined)
    -1.0, -0.7, -1.3, 0.0, -1.7, -1.2, -38.4, 2.0, 5.5, -1.0, -2.1
Cn1cccc1CC(=O)N/N=C/C=C/c1ccccc1
    1.6, -0.2, -0.1, 2.8, -0.5, -0.1, -16.3, -1.4, -1.7, 2.1, -1.5
O=C(COC(=O)CCS(=O)(=O)c1ccccc1)NNC(=O)c1ccc([N+](=O)[O-])cc1
    0.0, 3.1, 0.4, 0.2, -1.1, 0.7, -7.6, 1.2, 0.2, -0.4, -0.9
COC(=O)c1ccc(C2C(C(=O)c3cc4ccccc4o3)=C(O)C(=O)N2c2cc(C)on2)cc1 (centres undefined)
    0.5, 0.9, 0.1, 0.0, -0.8, 0.6, -9.7, -7.2, 2.4, 0.6, 3.3
Nc1nnc(CCCCCc2nnc(N)s2)s1
    2.9, 2.5, 0.5, 0.5, -1.3, -2.1, 1.7, 0.4, -1.6, -0.7, -0.4
O=C1CC(C(=O)N2CCc3ccccc32)CN1c1ccc(F)cc1 (centres undefined)
    0.0, -0.7, 0.2, 3.5, -0.4, 1.4, -1.2, 4.2, -5.5, 2.2, -0.5
COc1ccc(CN(C)C(=O)COC(=O)c2cc([N+](=O)[O-])ccc2N2CCCC2)c(OC)c1OC
    0.1, -0.7, -2.2, 4.0, -1.4, 1.5, 1.4, -0.6, -1.9, -2.7, -5.6
Cc1cccc(C)c1NC(=O)CN(C)C(=O)c1cc([N+](=O)[O-])ccc1N1CCOCC1
    -0.7, -0.4, -2.4, -1.2, -1.2, -0.6, 8.3, 1.4, 1.1, -1.6, 0.7
CC(C)(C)NC(=O)CCN(/N=C/c1ccc([N+](=O)[O-])o1)C1=NS(=O)(=O)c2ccccc21
    -0.7, 0.1, -1.3, 0.6, -1.4, 4.3, -1.3, -1.2, 4.6, -3.3, -3.8
COc1ccc(-c2cc(C(F)(F)F)nc(N3CCN(c4ccc(F)cc4)CC3)n2)cc1OC
    0.9, -1.0, -0.8, -0.9, -1.3, -1.5, 3.3, -2.7, 4.5, 0.4, -0.7
Cc1c(N=C2SCC(=O)N2/N=C/c2ccccc2)c(=O)n(-c2ccccc2)n1C
    -1.9, -0.7, -0.3, 1.8, -1.6, -0.2, 3.6, -1.3, 3.2, -1.5, 1.6
OC(CN1C2=NCCN2c2ccccc21)c1ccc(Br)cc1 (centres undefined)
    -1.2, 0.5, -0.5, -1.7, -1.6, 0.8, 8.5, -11.7, -4.0, -0.8, -21.4
Cc1cccc(NC(=O)CSc2nc(C)nc3c2c(=O)n(C)c(=O)n3C)c1
    1.0, -0.8, -1.0, 0.4, -0.3, -1.9, -1.0, 10.4, -0.9, 1.4, 6.4
CC(C)C(C)(C#N)NC(=O)CSc1nnc(-c2ccccc2)o1 (centres undefined)
    1.9, -0.6, -0.2, -1.1, -0.7, 0.8, -6.5, -1.7, -2.3, -1.2, -5.9
CCC(=O)Nc1nc(NCc2ccccc2OC)n(-c2ccccc2)n1
    -1.6, -1.1, -0.4, -1.2, -1.1, -3.8, 6.9, -2.3, -6.5, -2.5, -5.9
COC(=O)c1ccccc1NC(=O)c1ccc(COc2ccccc2)o1
    2.9, -1.2, -0.3, 1.7, -1.5, 7.5, -0.1, -0.3, 9.3, -1.5, -4.3
Cc1cc(C)cc(Nc2cc(C)nc3ncnn23)c1
    -1.3, 2.9, 1.4, 0.6, -1.4, -0.8, -3.8, -4.7, -5.6, 0.3, 9.1
O=C(Nc1c2c(nn1-c1ccc(F)cc1)CS(=O)(=O)C2)c1ccc2c(c1)OCO2
    0.1, 0.0, 0.5, -2.2, -0.9, 0.6, -2.5, 6.0, 5.3, -0.6, 3.2
O=C(c1cccs1)N1CCCC(c2nc(-c3ccc(F)cc3)no2)C1 (centres undefined)
    3.5, -0.3, -0.1, 3.0, -1.1, 5.6, -3.6, -8.0, -3.4, -0.9, -6.4
CCOC(=O)C1CCCCN1C(=O)CCc1c(C)nc2ncnn2c1C (centres undefined)
    -5.2, -0.7, -0.8, -8.7, -1.4, -7.1, 4.6, 1.2, 2.3, -3.9, 1.1
O=C(CN1CCCC1)Nc1ccc(Cl)cc1C(F)(F)F
    5.8, 1.2, 0.3, -2.4, -1.3, -1.9, 0.3, 3.5, 3.9, 1.2, -1.1
CC(=O)N1c2ccccc2Sc2ccccc21
    0.1, -0.1, -0.1, 0.8, -1.5, -1.6, -1.4, -6.8, -1.5, -1.9, -1.8
COc1cccc(/C=N/NC(=S)NC2CC3CC2C2C=CCC32)c1O (centres undefined)
    1.3, 3.0, -0.4, 2.5, -1.1, 1.2, 7.6, 5.1, -3.7, -0.7, 4.9
CS(=O)(=O)N1CCCC(C(=O)NCc2ccccc2Cl)C1 (centres undefined)
    1.4, -1.1, 0.4, -0.2, -1.6, 4.1, 1.2, -5.5, 10.8, -0.4, -2.9
CCOC(=O)c1nnsc1NC(=O)Nc1ccc(OC)cc1
    -1.5, 1.5, -0.3, 0.8, -0.5, 2.5, 3.3, -5.7, 3.4, -1.3, 3.3
CCOC(=O)C1CCN(C(=O)c2ccc(NS(=O)(=O)c3ccc(F)cc3C)cc2)CC1
    -0.1, 1.6, -0.2, -1.2, -2.0, 3.7, -16.9, -7.9, 5.0, -1.5, -1.6
CC1(C(=O)NS(=O)(=O)c2ccc(C#N)cc2)CCN1C(=O)Cc1ccccc1Cl (centres undefined)
    0.4, ., -0.6, 0.7, -0.5, -3.9, 0.6, 1.2, -1.5, -0.8, 2.3
